Assay outcomes (PubChem BioAssay)
E coli Lon inh = E. coli protease La inhibition; P0A9M0; purified E. coli Lon protease, fluorescence polarization; inhibition, % at 7.94 µM; 360,000 tested, 0.42% active; in the data active means inhibition above about 13%, passing the limit was not always enough;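 further: 0% = enzyme with probe and DMSO and 100% = no enzyme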
MT1-MMP act inh = MT1-MMP (human) activation inhibition. HT1080 RFP-PRO-GFP cells, GFP/RFP ratio fluorescence, overnight; percent of plate control window, DMSO zero. GFP/RFP ratio change, % at 20 µM. 360,000 tested, 0.061% active;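 active means GFP/RFP ratio change of at least 30% with cell ATP level not reduced by more than half and red fluorescence within 50% of control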; further: strong numbers were not always called active
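Assay system: HT1080 cells carrying an RFP-PRO-GFP reporter | Dosing: Single dose of 20 µM compound, 1% DMSO final | Incubation: Cells overnight before dosing, compound overnight, 37 °C, 5% CO2 | Evaluation: GFP/RFP fluorescence ratio | Control set: DMSO and RFP-L50D-GFP cell wells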
SKN-1 block = inhibitors of C. elegans SKN-1. AID 624304. C. elegans VP596 Pgst-4::GFP/RFP ratio, acrylamide-induced, 24 h. inhibition, % at 21.8 µM. 360,000 tested, 0.49% active;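 active means interference check ratio from 0.5 to 1.5 plus GFP to RFP signal ratio inhibition reaching or exceeding a fixed threshold, cut at about 30% in these data, passing the limit was not always enough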; further: some compounds called inactive have numbers as strong as hits
PABP1 MLLE inh = inhibitors of microRNA-mediated deadenylation, human PABP1 MLLE binding. P11940. GST-MLLE / FITC-PAM2 fluorescence polarization. inhibition, % at 20 µM. 360,000 tested, 0.36% active; in the data active means inhibition above about 35%, passing the limit was not always enough;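 further: plate controls were DMSO wells with GST-MLLE for no effect and wells lacking GST-MLLE protein for full effect; some results filed as inactive read as strong as hits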
Target sequence (P11940 whole entry, looked up): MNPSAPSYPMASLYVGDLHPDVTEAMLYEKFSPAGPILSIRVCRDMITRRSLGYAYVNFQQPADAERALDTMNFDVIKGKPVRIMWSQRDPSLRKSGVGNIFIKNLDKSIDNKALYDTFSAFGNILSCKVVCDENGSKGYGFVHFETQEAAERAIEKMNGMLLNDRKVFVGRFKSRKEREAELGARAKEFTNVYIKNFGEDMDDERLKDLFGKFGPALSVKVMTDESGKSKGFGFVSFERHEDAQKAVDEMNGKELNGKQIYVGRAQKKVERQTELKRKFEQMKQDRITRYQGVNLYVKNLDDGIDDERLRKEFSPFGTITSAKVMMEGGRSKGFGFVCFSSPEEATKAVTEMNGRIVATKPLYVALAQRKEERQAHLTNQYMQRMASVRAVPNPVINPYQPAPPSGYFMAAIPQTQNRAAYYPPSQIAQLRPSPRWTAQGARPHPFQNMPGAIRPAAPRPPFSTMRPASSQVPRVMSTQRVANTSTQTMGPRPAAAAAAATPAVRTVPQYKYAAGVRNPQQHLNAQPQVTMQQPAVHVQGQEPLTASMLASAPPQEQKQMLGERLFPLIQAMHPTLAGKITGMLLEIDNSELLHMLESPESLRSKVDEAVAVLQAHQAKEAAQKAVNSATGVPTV
NRP1-CendR mod = alters CendR peptide binding to human NRP-1; FAM-RPARPAR peptide binding to NRP-1, fluorescence polarization; inhibition, % at 25 µM; 360,000 tested, 0.85% active; AID 602438;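 active means inhibition or corrected inhibition above about 18%, plus a signal ratio from 0.5 to 1.5, limit read from the data, passing the limit was not always enough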; further: strong numbers were not always called active
FAS-TE inh = blocks the thioesterase domain of human fatty acid synthase; recombinant FAS-TE, OMFH fluorogenic substrate, fluorescence endpoint; inhibition, % at 15 µM; AID 602261; 360,000 tested, 0.67% active; P49327;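 active means compounds whose normalised, plate-corrected inhibition of enzyme fluorescence in the single-dose primary screen is 50% or more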;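 further: 0% = DMSO with enzyme and 100% = substrate without enzyme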
Tb MetRS inh = blocks T. brucei methionyl-tRNA synthetase activity. purified T. brucei MetRS, ATP depletion, Kinase-Glo luminescence. inhibition, % at 11.9 µM. 360,000 tested, 0.4% active;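 active means inhibition above a per-plate cutoff of the control wells' mean inhibition plus 3 SD, cut at about 5.5% in these data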;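 further: 0% = DMSO wells median and 100% = median of wells with control inhibitor compound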
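Assay system: T. brucei methionyl-tRNA synthetase, purified | Medium: HEPES buffer with MgCl2, KCl, DTT, spermine, BSA, pyrophosphatase | Compound: 11.9 µM single point | Incubation: 15 min enzyme-compound preincubation, 2 h reaction, 10 min detection, 25 °C | Measured by: Kinase-Glo luciferase luminescence reporting remaining unconsumed ATP | Measure: % inhibition normalized to control-well medians | Replication: Singlicate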
bovine MsrA act = activators of bovine methionine sulfoxide reductase A. 360,000 tested, 0.3% active. purified bovine MsrA, absorbance read-out. activation, % at 10.6 µM; in the data active means activation above about 7.5%;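 further: 0% = vehicle and 100% = reference activator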
MsrA inhibitor = inhibitors of bovine MsrA; purified bovine MsrA, absorbance read-out; inhibition, % at 15.5 µM; 360,000 tested, 0.75% active; AID 651718; in the data active means inhibition above about 4.5%;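 further: 0% = vehicle wells with enzyme and 100% = reference inhibitor wells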
* marks the source's active call; other numbers are inactive results; . = not tested or not shown; & = joins results of further samples.

Compound	MsrA inhibitor	MT1-MMP act inh	Tb MetRS inh	E coli Lon inh	PABP1 MLLE inh	FAS-TE inh	NRP1-CendR mod	SKN-1 block	bovine MsrA act
O=C(CCCCn1c(=O)c2ccccc2n(CC(=O)Nc2ccc(F)cc2)c1=O)NCc1ccco1	0.1	-5	0.3	-4	-5	7	13	15	-2
COc1ccc(OC)c(C(O)c2ncc(-c3ccc(C(F)(F)F)cc3)[nH]2)c1 (stereo not drawn)	-0.1	2	0.1	-6	11	-1	7	7	-3
O=C(CN1C(=O)CSC1=O)Nc1ccccc1N1CCOCC1	-0.5	2	-0.4	-3	3	-6	0	6	0
Fc1ccc2c(c1)/C(=N/Nc1ccccn1)CCS2	1.7	-2	-0.7	5	0	22	-11	32	-6
Cc1ccc(-n2cccc2/C=C2/C(=N)N3C(=NC2=O)SN=C3S(C)(=O)=O)cc1	0.9	-13	0.4	-24	-64	4	-58	14	-7
COc1ccc(N2CCN(CC(=O)NC(C)c3ccccc3)CC2)cc1 (stereo not drawn)	-0.9	0	-2.2	5	6	1	-6	3	-8
Cc1ccccc1S(=O)(=O)Cc1ccc(C(=O)N2CCN(c3ccccc3F)CC2)o1	-1.3	-3	-0.3	-13	-7	8	6	7	-2
CC1(C(=O)NS(=O)(=O)Cc2ccccc2)CCN1C(=O)c1ccc(C2CCCCC2)cc1 (stereo not drawn)	0.2	-1	-0.2	-6	-1	-8	2	18	-3
COCCNC(=O)c1cc(S(=O)(=O)N(C)c2ccccc2OC)ccc1C	-0.5	-1	-0.7	3	9	-5	10	1	0
CC(C)(C)c1nnc2sc(SCC(=O)N3CCCCC3)nn2c1=O	1.8	1	-0.2	-6	21	30	2	24	-3
CCc1ccc(S(=O)(=O)Nc2c(C)nc3nc[nH]n3c2=O)cc1	0.5	.	-1.2	5	-3	-4	4	-5	-13
CC(C)c1ccc(CNC(=O)C2CC(=O)N(C3CCCCC3)C2)cc1 (stereo not drawn)	-0.1	1	0.1	-5	8	15	23	8	-3
Cc1ccc(S(=O)(=O)N(CC(=O)Nc2ccc(C)cc2C)C(=O)N2CCN(C)CC2)cc1	-0.2	-1	-0.3	-3	6	-9	0	7	-3
O=C(/C=C/c1ccccc1)NC(=S)Nc1ccc(CN2CCOCC2)cc1	3.1	-6	-0.5	-1	25	3	-1	15	-2
CCCCC1CCC(C(=O)NC2CCS(=O)(=O)C2)CC1 (stereo not drawn)	0.1	3	-1.0	0	-1	-4	38*	-6	-4
O=C(COC(=O)C12CC3CC(CC(O)(C3)C1)C2)Nc1cccc(Br)c1	-0.5	1	0.5	12	0	-3	-1	38*	-2
COC(=O)c1sc(N(C)C)c(C#N)c1-c1ccccc1	0.8	0	-0.5	8	-6	8	-5	-2	-5
COc1ccccc1CNC(=O)C(NC(=O)C1CCCCC1)C(C)C (stereo not drawn)	0.7	0	0.1	-1	-12	-3	-9	1	-1
c1ccc2[nH]c(-c3ccnc4ccccc34)nc2c1	1.8&1.6	5&-5	0.4&-0.2	-5&-11	13&-13	-3&-9	3&-16	9&0	-1&-14
COC(=O)c1ccccc1NC(=O)c1cccs1	0.6	-5	-0.1	10	2	4	5	19	0

4 of the entries above in order of the E coli Lon inh value, rising.
molecule | E coli Lon inh
O=C(/C=C/c1ccccc1)NC(=S)Nc1ccc(CN2CCOCC2)cc1 | -1
CCCCC1CCC(C(=O)NC2CCS(=O)(=O)C2)CC1 (stereo not drawn) | 0
COC(=O)c1ccccc1NC(=O)c1cccs1 | 10
O=C(COC(=O)C12CC3CC(CC(O)(C3)C1)C2)Nc1cccc(Br)c1 | 12

Returning to the listing, repeating the 4 entries before the break.
Compound	MsrA inhibitor	MT1-MMP act inh	Tb MetRS inh	E coli Lon inh	PABP1 MLLE inh	FAS-TE inh	NRP1-CendR mod	SKN-1 block	bovine MsrA act
COC(=O)c1sc(N(C)C)c(C#N)c1-c1ccccc1	0.8	0	-0.5	8	-6	8	-5	-2	-5
COc1ccccc1CNC(=O)C(NC(=O)C1CCCCC1)C(C)C (stereo not drawn)	0.7	0	0.1	-1	-12	-3	-9	1	-1
c1ccc2[nH]c(-c3ccnc4ccccc34)nc2c1	1.8&1.6	5&-5	0.4&-0.2	-5&-11	13&-13	-3&-9	3&-16	9&0	-1&-14
COC(=O)c1ccccc1NC(=O)c1cccs1	0.6	-5	-0.1	10	2	4	5	19	0
O=C(CCC(=O)OCc1ccc(Cl)cc1)Nc1cccc([N+](=O)[O-])c1	-0.4	-5	0.7	-11	-11	24	-5	-21	-5
O=C(CCc1ccccc1)Nc1cccnc1Cl	-0.3	-1	-0.3	0	9	-4	8	13	-1
CC1=C(C(=O)OC(C)C)C(c2ccsc2)NC(=O)N1C (stereo not drawn)	2.4	-4	0.1	-2	4	-4	-6	-1	-4
O=C(CSc1ncnc2c1cnn2Cc1ccccc1)Nc1ccc2c(c1)OCCO2	0.6	2	-0.5	6	18	6	16	4	3
c1ccc2c(c1)ccn2CCCN1CCCCC1	0.1	1	-0.2	4	11	-6	-16	13	-1
COc1ccccc1CCN=C(N)NS(=O)(=O)c1ccc(F)cc1	-0.1	2	0.1	-5	-10	-2	7	15	-7
CCOC(=O)C1(Cc2cccc(F)c2)CCN(Cc2cnc(C)s2)CC1	-0.1	-2	-0.1	2	11	-1	1	11	0
CS(=O)(=O)c1ccc(S(=O)(=O)N2CCN(C(=O)C(O)c3ccccc3)CC2)cc1 (stereo not drawn)	-0.9	2	-0.1	.	.	.	8	1	.
O=c1oc2ccccc2n1CCn1c2ccccc2c2nc3ccccc3nc21	0.0	-6	-0.5	5	6	-1	-11	1	0
Cc1sc(N)c(C(=O)c2ccccc2Cl)c1C	2.6	0	-0.7	0	28	1	6	4	-3
CCC(C)C(NC(N)=O)C(=O)Nc1ccc(S(=O)(=O)Nc2ccc(OC)cc2)cc1 (stereo not drawn)	1.0	5	0.1	-3	-5	-2	-8	3	0
NC(=O)CSc1nnc(Cn2c(=O)sc3ccccc32)n1-c1cccc(Cl)c1	-0.5	-1	-1.1	-1	-13	-9	2	-21	-8
CCc1ccc(NC(=O)N(Cc2cccnc2)Cc2ccco2)cc1	0.1	1	0.1	3	2	1	-8	-8	-9
N#Cc1ccc(NC(=O)COC(=O)c2cccnc2Cl)cc1	-0.9	-1	0.0	-7	3	-1	-9	-19	-2
O=C(CN1C(=O)CCS(=O)(=O)c2ccccc21)NCCc1ccccc1	-0.3	1	-0.4	-3	-3	-7	6	1	-5
CC1CCCCN1S(=O)(=O)c1ccc2c(c1)CCN2C(=O)C1CC1 (stereo not drawn)	1.6	6	-0.4	9	-6	9	4	1	-1
O=C(NCC1(c2ccccc2)CCCC1)C(=O)NCC1(c2ccccc2)CCCC1	0.5	5	-0.4	2	-7	-3	-7	22	-1
CCOc1ccc(NC(=O)CCNC(=O)Cn2ccc3ccccc3c2=O)cc1	.	-4	0.0	5	-16	-6	1	3	-5
CN=C1SC(C(=O)Nc2ccccc2Cl)CC(=O)N1c1ccc(OC(F)(F)Cl)cc1 (stereo not drawn)	1.4	4	-0.3	-3	2	-2	-10	-4	-2
Cc1ccc(NC(=O)c2ccc(N3C(=O)C4CC=C(Cl)CC4C3=O)cc2)cc1 (stereo not drawn)	-0.3	-2	0.1	-5	-8	7	-16	4	-2
CC1CCCCC1NC(=O)C1CCN(S(=O)(=O)c2ccc3c(c2)CCC(=O)N3)CC1 (stereo not drawn)	-0.9	-5	-0.7	-6	-10	-5	-8	-4	-2
Cc1cc(N/N=C/c2ccccc2F)nc(NCc2ccccc2)n1	0.6	-3	-0.1	7	9	2	-9	-2	-1
O=C(N/N=C/c1ccccn1)c1ccc(S(=O)(=O)N2CCCCCC2)cc1	1.9	-3	-0.7	-4	9	-10	12	-5	-4
CCOC(=O)C(C(=O)OCC)C(Nc1ccccc1)c1ccccc1 (stereo not drawn)	0.0	2	-0.8	-1	4	-4	-8	9	-3
COc1ccc(OCC(=O)Nc2cccc3ncccc23)cc1	-1.3	4	-0.6	-5	10	2	19	-7	1
Cc1ccc(OCCOCCN2CCN(C)CC2)c([N+](=O)[O-])c1	0.9	-1	-0.5	-6	5	-20	10	8	-6
N#CCCN(C(=O)CSc1ncccn1)c1ccc2c(c1)OCCO2	-0.1	3	0.3	-2	2	-8	-4	7	-5
O=C(CSc1nnnn1-c1ccc(F)cc1)NNC(=O)c1ccco1	0.7	-1	-0.4	-6	-5	-7	-4	9	-1
Cc1ccc(C=NNc2ccc([N+](=O)[O-])cn2)cc1	-0.4	-9	-0.2	-14	4	9	2	-2	-5
O=C(c1cccs1)N1CCN(Cc2cccc([N+](=O)[O-])c2)CC1	-0.5	-2	0.1	-5	8	-3	2	-2	-5
CCN(Cc1ccncc1)C(=O)c1ccc2c(c1)S(=O)(=O)c1ccccc1C2=O	-0.4	-3	-0.6	-3	-5	-6	12	1	-16
CCc1nc2ccc(C(=O)NCCOc3ccc(OC)cc3)cn2c1N(C)C(=O)Cc1ccccc1	0.3	4	-0.2	3	-3	-9	-1	24	-2
O=C(Nc1nnc(SCc2cccnc2)s1)C1CC(=O)N(c2ccccc2)C1 (stereo not drawn)	-0.5	1	-0.2	7	-3	-1	10	16	-1
COc1cc(NC(=O)COc2cccc3c2OC(C)(C)C3)cc(OC)c1OC	1.2	4	0.0	-15	-1	1	2	6	-2
